Screens from PubChem.
CHT block – inhibitors of human choline transporter CHT; High affinity choline transporter 1 (Homo sapiens), Q9GZV3; CHT-expressing cells, membrane potential dye, choline response; stronger effect = lower value; B-score at 10 µM; 0.86% of 310,000 active;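 active means B-score over 3 SD under the library average, and starting fluorescence ratio not unusually high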;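 further: choline stimulus applied at its EC90 after an EC20 pre-addition; B-score computed on integrated fluorescence ratio after choline addition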
Target sequence (Q9GZV3 whole entry, looked up): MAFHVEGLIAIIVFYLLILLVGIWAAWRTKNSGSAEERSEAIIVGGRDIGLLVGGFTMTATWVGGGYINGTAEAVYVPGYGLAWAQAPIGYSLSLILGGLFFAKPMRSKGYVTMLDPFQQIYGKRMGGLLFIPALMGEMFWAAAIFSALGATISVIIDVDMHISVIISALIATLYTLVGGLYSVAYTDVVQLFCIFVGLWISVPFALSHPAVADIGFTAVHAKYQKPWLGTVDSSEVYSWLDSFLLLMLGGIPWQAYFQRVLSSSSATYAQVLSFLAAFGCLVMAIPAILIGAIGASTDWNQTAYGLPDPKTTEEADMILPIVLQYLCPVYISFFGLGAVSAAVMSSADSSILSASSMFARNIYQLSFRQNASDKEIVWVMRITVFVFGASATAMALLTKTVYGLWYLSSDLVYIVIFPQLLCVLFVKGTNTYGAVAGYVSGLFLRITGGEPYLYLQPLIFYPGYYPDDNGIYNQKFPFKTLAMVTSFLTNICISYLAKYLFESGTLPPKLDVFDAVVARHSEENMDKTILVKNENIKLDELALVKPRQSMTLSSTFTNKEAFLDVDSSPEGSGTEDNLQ
Kir21 inh – inhibitors of mouse Kir2.1 inward-rectifier potassium channel; Inward rectifier potassium channel 2 (Mus musculus), P35561; HEK293-Kir2.1, FluxOR thallium flux fluorescence; stronger effect = lower value; B-score at 10 µM; 0.85% of 310,000 active; AID 1672, 2009;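 active means fluorescence ratio B-score at or below minus 3 SD of library scores, with starting-brightness B-score within 2 SD, cut at about -4.2 in these data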;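 further: channel flux triggered by added potassium and thallium sulfate stimulus; B-score of peak minus minimum fluorescence over baseline after thallium stimulus; more negative B-score means stronger Kir2.1 block with less thallium influx; some compounds called inactive have numbers as strong as hits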
Target sequence (P35561 whole entry, looked up): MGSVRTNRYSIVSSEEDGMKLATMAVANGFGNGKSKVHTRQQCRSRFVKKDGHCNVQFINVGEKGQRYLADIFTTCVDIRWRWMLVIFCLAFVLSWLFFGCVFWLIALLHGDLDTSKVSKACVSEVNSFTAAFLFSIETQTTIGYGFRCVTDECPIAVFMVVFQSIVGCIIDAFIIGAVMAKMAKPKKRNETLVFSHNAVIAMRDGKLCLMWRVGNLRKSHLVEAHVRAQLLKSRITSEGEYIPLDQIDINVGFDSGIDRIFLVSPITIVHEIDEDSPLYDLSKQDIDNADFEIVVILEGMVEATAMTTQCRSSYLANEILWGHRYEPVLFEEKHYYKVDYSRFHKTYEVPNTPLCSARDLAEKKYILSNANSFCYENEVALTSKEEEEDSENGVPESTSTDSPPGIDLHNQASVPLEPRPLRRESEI
* = called active by the depositor; i = inactive; . = no result given.

CHT block	Kir21 inh	Molecule
i	-1.5	COc1ccc(N2CC(C(=O)N[C@@H](C)C(=O)NC(C)c3ccccc3)CC2=O)cc1 (stereo not given in full)
i	0.74	O=C(CSCc1ccccc1Br)NC1CC1
i	0.77	CC(Oc1ccccc1)C(=O)NC1CC(C)(C)NC(C)(C)C1 (stereo not given)
i	-1.3	COc1ccccc1N1CCN(Cc2cc(=O)c(OCC#N)co2)CC1
i	-0.6	COC(=O)c1ccc(C23CC4(C2)[C@H](CN(CC2CCCCC2)[C@@H]4c2ccccc2)C3c2ccc(Cl)nc2)cc1 (stereo not given in full)
i	1.5	C=CCn1c(SCn2nnc3ccccc3c2=O)nnc1-c1ccc(Cl)cc1
i	0.71	CCC(C)(C)n1nnnc1C(c1cccnc1)N1CCC(Cc2ccccc2)CC1 (stereo not given)
i	-1.4	CCc1ccc2nc(NC(=O)c3ccc4c(=O)[nH]c(CN5CCOCC5)nc4c3)sc2c1
i	0.22	O=c1ccc(Cc2ccccn2)n[nH]1
i	0.11	O=c1cc(C(F)(F)F)[nH]c2ccccc12
i	1.8	Cc1ccc(-n2ncc(C(=O)NCc3ccc4c(c3)OCO4)c2NC(=O)c2ccco2)cc1C
i	0.12	CNC(=O)COC(=O)c1ccc(NS(=O)(=O)c2ccc3c(c2)OCCO3)cc1
i	0.13	CCCCC(=O)NC(=S)Nc1cc(C(=O)O)ccc1Cl
i	0.31	COC(=O)C1=C(C(=O)OC)[C@@H]2N(C)c3ccc(OC)cc3[C@@]23C[C@@H](C(=O)OC)N(C(=O)CC(C)C)C3=N1
i	2.1	Cc1ccc(Cc2cnc(N)s2)o1
i	0.97	CCc1ccc(N(CC(=O)NC(C)C)C(=O)CCC(=O)Nc2nccs2)cc1
i	0.07	O=C(NC1CCCCC1)c1ccc([N+](=O)[O-])o1
i	-1.1	CCOc1cc(N2CCOCC2)c(OCC)cc1NC(=O)CSc1ncccn1
i	0.3	O=C(Cn1c(=O)[nH]c2ccccc2c1=O)Nc1ccc2c(c1)OCO2
i	1.6	C=CCNC(=O)c1cc(Cl)ccc1Cl
i	0.98	CN1C(=O)[C@H]2[C@@H](C3CC3)N3C(=O)CN(Cc4ccc(-c5ccccc5)cc4)C(=O)[C@@]3(C)[C@H]2C1=O
i	-0.54	CCc1ccc(-n2c(=O)c3ccccc3n(CC(=O)NCc3ccco3)c2=O)cc1
i	0.41	CC1(C)NC(=O)N(CC(O)CN(Cc2ccccc2)Cc2ccccc2)C1=O (stereo not given)
i	-0.31	O=C(Nc1cccc2nsnc12)c1ccc2c(c1)OCO2
i	0.85	C1=CCN(Cc2ccccc2)C1
i	-3	COc1ccc2c(c1)c(C(=O)CN1CCc3ccccc3C1)c(C)n2C
i	-0.48	COc1cccc(-c2nc(CS(=O)(=O)CC(=O)NCCN3CCOCC3)c(C)o2)c1
i	0.72	COc1cccc(-c2noc(-c3ccoc3C)n2)c1
i	-0.81	O=C(c1cccc(S(=O)(=O)N2CCCC2)c1)c1nnc(-c2ccncc2)o1
i	0.02	C/C(=N\Nc1cc(N2CCOCC2)ncn1)c1cccc([N+](=O)[O-])c1
i	-0.07	CC(=O)c1c(C)[nH]c(C(=O)COc2ccc(C#N)cc2)c1C
i	0.25	Cc1ccccc1NC(=O)CCCSc1nc2ccccc2s1
i	0.59	C/C(=N\NC(=O)c1ccoc1C)c1ccc(Cl)s1
i	0.38	COc1ccc(S(=O)(=O)N(C(C)=O)c2ccc(OC(C)=O)c3ccccc23)cc1[N+](=O)[O-]
i	0.35	CS(=O)(=O)N1N=C(c2cccs2)CC1c1ccccc1F (stereo not given)
i	-0.99	Cc1cccc(NC(=S)N2CCCC2)c1
i	1.1	CC(C)(C)N1NC2(CCCCC2)NC1=S
i	-3.8	CN1CCC(NC(=O)c2cc(-c3cccc(Br)c3)nc3ccccc23)CC1
i	0.03	O=C(NNC(=O)c1cnccn1)c1cccc([N+](=O)[O-])c1
i	0.1	CCc1nc(SCC(=O)Nc2ccccc2OC)n[nH]1
i	0.87	Cc1ccc(OCc2nnc(SCCN3CCOCC3)n2C)cc1
i	0	OCC[C@@H]1C[C@@H](O)[C@H](O)[C@@]2(CCc3ccccc3O2)O1
i	-1.3	O=C(CSc1nnc(-c2c[nH]c3ccccc23)o1)N1CCCCC1
i	2.3	Cn1c(Nc2ccc(Cl)cc2)cc(=O)n(C)c1=O
i	-0.36	COc1ccc(/C=N/Nc2nnc(-c3ccccc3)c(=O)[nH]2)cc1
i	0.9	CCOC(=O)c1c(C)n2c3c(cc(C)cc13)CCC2
i	-0.22	FC(F)(F)c1ccc(NCCc2ccccc2)nc1
i	1.3	Cc1ccccc1CSc1nnc2ccc(-c3ccncc3)nn12
i	0	CCn1cc(Br)c(C(=O)Nc2ccc(OC)cc2)n1
i	0.94	N#Cc1c(-c2ccccc2)[nH]c(=O)[nH]c1=O
i	-0.09	O=C1CCC(=O)N1OCCCOc1ccccc1
i	0.41	COc1ccc2nc(SCC(=O)NCc3ccc(S(N)(=O)=O)cc3)[nH]c2c1
i	0.24	CCN(CC(=O)NCc1ccc(Cl)cc1)C(=O)c1ccc(C#N)cc1
i	1.4	COc1ccc(-n2c(=O)c3ccccc3n(Cc3cccc(C)c3)c2=O)cc1OC
i	0.65	CCOC(=O)C1CCN(C(=O)c2ccc3snnc3c2)CC1
i	-0.4	Cc1cccc(C)c1NC(=O)CSc1nnc(-c2ccccc2)n1Cc1ccc2c(c1)OCO2
i	-0.2	Fc1ccc(F)c(CN2CCN(c3ncccn3)CC2)c1
i	-0.51	CC1SC(=NC(=O)c2ccco2)NC1=O (stereo not given)
i	-0.01	COc1cc(Cl)ccc1NC(=O)COc1ccccc1C(=O)N1CCN(c2ccc(O)cc2)CC1
i	0.32	Cc1occc1C(=O)NCc1ccc(C(=O)O)o1

Next part:
CHT block	Kir21 inh	Molecule
i	1.1	COc1cccc(NC(=O)Nc2ccc3nsnc3c2)c1
i	-0.05	CC(C)c1nc(SCC(=O)Nc2ccc(C(=O)O)cc2)c2c3c(sc2n1)CCCC3
i	-2.7	O=C(CSc1nc2ccc([N+](=O)[O-])cc2s1)NC1CCS(=O)(=O)C1 (stereo not given)
i	-2	Fc1cccc(Cl)c1Cn1nnc2c(NCc3ccncc3)ncnc21
i	0.45	O=C(COC(=O)CCC(=O)c1ccc(F)cc1)NCc1ccco1
-6.2*	2.7	CCOC(=O)c1sc(=S)n(-c2ccccc2)c1N(C(C)=O)C(C)=O
i	-2.4	COc1ccc2cc(CCNS(=O)(=O)c3c(C)cc(C)cc3C)c(=O)[nH]c2c1
i	1.9	O=c1oc2cc(OCc3ccc(C(F)(F)F)cc3)ccc2cc1-c1ccccn1
i	0.04	COCCn1c(SCC(=O)NC2CCCC2)nc2cccnc21
.	0.76	CCc1nc2sc3c(c2c(=S)[nH]1)CC(C)(C)OC3
i	1.8	Cc1cc2cc(OCc3ccccc3)ccc2n1C
i	0	CCOC(=O)NC(=O)/C(C#N)=N/Nc1c(F)cccc1F
i	-1.1	O=C(NC1CCN(Cc2ccc3ccccc3c2)CC1)c1ccccc1
i	0.69	Cc1ccc(S(=O)(=O)Nc2c(C(=O)O)[nH]c3ccccc23)c(C)c1
i	1	O=C(CSc1nnc2n1CCCN2)c1ccc([N+](=O)[O-])cc1
i	-0.97	COc1ccc(C=O)cc1OC(=O)C1(C)Cc2ccccc2C(=O)O1 (stereo not given)
i	-0.78	COC(=O)C(C)n1cnc2c(nnn2Cc2ccc(Cl)cc2)c1=O (stereo not given)
i	-1.6	Cn1cc(Cl)c(-c2n[nH]c(=S)n2-c2ccc(F)cc2)n1
i	0.79	COc1ccc(CCNC(=O)c2cc(-c3cc(C)cc(C)c3O)n[nH]2)cc1OC
i	0.09	OCCN1CCN(c2cc(C(F)(F)F)nc3c(F)cccc23)CC1
i	-0.44	COCC(C)n1c(SCC(=O)NC(=O)Nc2ccc3c(c2)OCCO3)nc2ccccc2c1=O (stereo not given)
i	1.5	CC(C)Oc1ccc(CNC(=O)c2ccc3c(c2)N(C)CCS3)cc1
i	-0.99	O=C(/C=C/c1ccc2ccccc2c1)c1ccoc1
i	-0.54	O=C(NCCOc1ccccc1)C1CCCCC1
i	0.25	COc1cc(-c2nnc(-c3cccnc3)o2)cc(OC)c1OC
i	-1.3	CCn1c(C)nnc1SCC(=O)Nc1cccc(Cl)c1
i	-0.18	O=C(CCNC(=O)C1CCN(S(=O)(=O)c2ccc(F)cc2)CC1)NCc1cccc(Cl)c1
i	-0.62	COc1ccc(-c2csc3nc(C(C)(C)C)oc(=O)c23)cc1OC
i	-1.6	O=C(NCc1ccc(F)cc1)C(=O)NCC1CCCN1S(=O)(=O)c1ccccc1 (stereo not given)
i	-0.28	Cc1ccc(NC(=O)COC(=O)/C=C/c2c(C)nn(-c3ccc(F)cc3)c2Cl)cc1F
i	0.24	CCCn1c(C)cc(=O)c2cc(NC(=O)c3cnccn3)ccc21
i	-0.78	CCCN(Cc1ccccc1)C(=S)NC(=O)c1ccccc1[N+](=O)[O-]
i	0.4	O=C(Nc1ncnc2sc3c(c12)CCCC3)c1ccncc1
i	1.3	COc1ccc(NC(=O)NCc2ccccn2)c(OC)c1
i	-0.01	O=C(c1ccccc1)N1CCN(C(=O)c2ccccc2)CC1
i	0.56	CCOc1ccccc1NC(=O)c1nc[nH]c1C(=O)Nc1ccccc1OCC
i	0.54	Cc1ccc2c(C(=O)CN3CCOCC3)c(C)[nH]c2c1
i	0.55	O=C(CN1CCN(C2CCCCC2)CC1)NCCC1=CCCCC1
i	0.88	COc1ccc(Cc2nnn(CC(=O)O)n2)cc1
i	-3.3	CC1=NN(C(=O)c2ccc(Cn3cc([N+](=O)[O-])cn3)cc2)C(O)(C(F)(F)F)C1 (stereo not given)
i	0.16	O=[N+]([O-])c1ccccc1SNc1ccccn1
i	-0.77	Oc1ccc(CCC2CCCCN2Cc2nc(C3CC3)no2)cc1 (stereo not given)
i	0.25	O=C(C1CCN(S(=O)(=O)c2cnc[nH]2)CC1)N1CCN(c2ccc([N+](=O)[O-])cc2)CC1
i	-0.74	CC(=O)c1cnc(-c2ccccc2Cl)s1
i	0.1	O=C(NCCc1ccccc1)/C(=C\c1ccccc1)NC(=O)c1ccco1
i	1.9	CCCC(=O)Nc1nc(-c2ccc(OC)cc2)cs1
i	-0.95	CCOC(=O)c1[nH]c2ccccc2c1NC(=O)c1ccco1
i	-2	COc1ccc(OCc2cc(C(=O)N(C)Cc3nnc(C)o3)no2)c(Cl)c1
i	-0.16	CCc1ccc(C2NC(=S)NC3=C2C(=O)CCC3)cc1 (stereo not given)
i	0.03	CC(C)NC(=O)COc1ccccc1C#N
i	-0.97	Cc1ccc(S(=O)(=O)NCC(=O)N(c2ccccc2)C(C(=O)NCc2ccccc2)c2ccco2)cc1 (stereo not given)
i	-0.25	CCOC(=O)c1ccc(N2NC(=O)/C(=C/c3ccc(OC(=O)c4ccco4)c(OC)c3)C2=O)cc1
i	-0.72	Cc1csc(NC(=O)c2cccc(S(=O)(=O)N3CCCCC3)c2)n1
i	2.5	CCCCNCc1cc(OC)c(OCC(N)=O)cc1Br
i	-0.4	CNC(=S)NNc1nc(-c2ccccc2)c2cc(Cl)ccc2n1
i	-0.56	CCOc1ccccc1NC(=O)CC1NCCNC1=O (stereo not given)
i	-0.86	O=S(=O)(c1ccccc1)c1nc(-c2ccco2)oc1NCCCN1CCOCC1
i	0.48	Cc1cccc(Nc2nnc(SCC3CCCCO3)s2)c1C (stereo not given)
i	1.9	O=S(=O)(/N=C(/c1ccccc1Cl)N1CCOCC1)c1ccccc1
i	-0.18	O=C(c1cc(COc2cccc(C(F)(F)F)c2)on1)N1C[C@@H]2CCC[C@H]1C2

Following part.
CHT block	Kir21 inh	Molecule
i	-1.7	C=C(C)CNC(=O)CCc1nnc(Cc2cccc(C(F)(F)F)c2)o1
i	0.84	O=C(c1ccc2c(c1)OCO2)C1CCCN(Cc2cc(F)ccc2-n2cccn2)C1 (stereo not given)
i	-1.4	CC(=C/c1ccccc1)/C=N/NC(=O)c1ccc2nc[nH]c2c1
i	0	O=c1cc(COc2ccccc2[N+](=O)[O-])nc2sccn12
i	0.17	Fc1ccc(-c2nnc(SCc3cccnc3)o2)cc1
i	-0.92	CC(C)c1ccc(NC(=S)NNc2ccc(Cl)c(C(=O)O)c2)cc1
i	-0.43	O=C(c1ccc(-n2ccnc2)cc1)N1CCCC(CO)(Cc2cccc(Cl)c2)C1 (stereo not given)
i	-1.7	CCn1c(SCC(=O)NC(=O)c2ccccc2OC)nc2ccccc21

In the list so far, 11 contain a nitro group on carbon:
CHT block	Kir21 inh	Molecule
i	0.07	O=C(NC1CCCCC1)c1ccc([N+](=O)[O-])o1
i	0.02	C/C(=N\Nc1cc(N2CCOCC2)ncn1)c1cccc([N+](=O)[O-])c1
i	0.38	COc1ccc(S(=O)(=O)N(C(C)=O)c2ccc(OC(C)=O)c3ccccc23)cc1[N+](=O)[O-]
i	0.03	O=C(NNC(=O)c1cnccn1)c1cccc([N+](=O)[O-])c1
i	-2.7	O=C(CSc1nc2ccc([N+](=O)[O-])cc2s1)NC1CCS(=O)(=O)C1 (stereo not given)
i	1	O=C(CSc1nnc2n1CCCN2)c1ccc([N+](=O)[O-])cc1
i	-0.78	CCCN(Cc1ccccc1)C(=S)NC(=O)c1ccccc1[N+](=O)[O-]
i	-3.3	CC1=NN(C(=O)c2ccc(Cn3cc([N+](=O)[O-])cn3)cc2)C(O)(C(F)(F)F)C1 (stereo not given)
i	0.16	O=[N+]([O-])c1ccccc1SNc1ccccn1
i	0.25	O=C(C1CCN(S(=O)(=O)c2cnc[nH]2)CC1)N1CCN(c2ccc([N+](=O)[O-])cc2)CC1
i	0	O=c1cc(COc2ccccc2[N+](=O)[O-])nc2sccn12
